D1 ag: Allosteric Agonists of the Human D1 Dopamine Receptor: qHTS; D(1A) dopamine receptor (Homo sapiens), P21728; HEK293 T-REx D1 cells, calcium flux, agonist mode; activation, % at 2 µM; actives 1% (n = 360,000); AID 504660, 2011; further: 0% is about no effect
Target sequence (P21728 whole entry, looked up): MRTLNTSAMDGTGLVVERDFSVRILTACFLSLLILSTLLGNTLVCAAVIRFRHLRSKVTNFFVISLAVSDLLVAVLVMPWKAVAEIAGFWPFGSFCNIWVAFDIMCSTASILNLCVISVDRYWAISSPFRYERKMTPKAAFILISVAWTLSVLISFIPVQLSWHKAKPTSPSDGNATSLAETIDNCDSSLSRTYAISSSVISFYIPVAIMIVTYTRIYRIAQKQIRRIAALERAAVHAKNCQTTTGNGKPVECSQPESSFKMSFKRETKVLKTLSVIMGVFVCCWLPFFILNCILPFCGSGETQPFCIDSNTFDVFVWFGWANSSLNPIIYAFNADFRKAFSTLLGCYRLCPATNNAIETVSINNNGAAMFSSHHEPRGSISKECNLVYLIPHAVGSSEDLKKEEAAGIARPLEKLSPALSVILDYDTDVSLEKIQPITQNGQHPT
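Tetracycline-induced HEK293 TREx D1 cells, force-coupled to calcium signalling, were dye-loaded with a no-wash calcium kit. Compound was pin-added after a 10 s baseline. Fluorescence was read kinetically at 1 cycle/s for 180 s, with calcium rises flagged as agonism.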
TRHR PAM: qHTS for Small Molecule Agonists and Allosteric Enhancers of Human TRH Receptor: Primary Screen for Enhancers; AID 493056, 2011; Thyrotropin-releasing hormone receptor (Homo sapiens), P34981; enhancement, % at 2 µM; actives 0.66% (n = 360,000); TRHR cells, fluo-8 calcium fluorescence, EC20 TRH enhancement; in the data active means enhancement above about 30%; further: 0% is about no effect
Target sequence (P34981 whole entry, looked up): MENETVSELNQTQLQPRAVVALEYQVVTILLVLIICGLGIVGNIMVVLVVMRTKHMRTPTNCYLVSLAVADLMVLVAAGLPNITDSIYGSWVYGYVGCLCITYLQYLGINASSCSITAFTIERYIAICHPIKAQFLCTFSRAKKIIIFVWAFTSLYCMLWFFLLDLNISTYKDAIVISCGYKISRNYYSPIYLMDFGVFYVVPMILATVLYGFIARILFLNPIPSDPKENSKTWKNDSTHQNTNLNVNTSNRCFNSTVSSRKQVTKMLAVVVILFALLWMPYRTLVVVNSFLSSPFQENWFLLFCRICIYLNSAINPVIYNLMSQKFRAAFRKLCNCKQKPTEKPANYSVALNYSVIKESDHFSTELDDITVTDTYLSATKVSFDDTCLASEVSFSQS
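Enhancer read-out: after compound pinning and an initial kinetic agonist-mode read, an EC20 of TRH (10 nM final) was injected and fluo-8 calcium signal (Ex 480/Em 530) followed at 1 s/cycle for 100 cycles in TRHR-expressing cells.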
D1 antagonist: Antagonist of Human D 1 Dopamine Receptor: qHTS. D(1A) dopamine receptor (Homo sapiens), P21728. HEK293 TREx D1 cells, calcium flux, dopamine EC80; hits give low values. activity change, negative = inhibition, % at 10 µM. actives 3.2% (n = 360,000). AID 504652, 2011; in the data active means activity change below about -30%; further: on the % scale 0 is the no-effect control and ±100 the full control effect
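Compound effects on dopamine-evoked calcium signalling were measured in tetracycline-induced HEK293 Trex D1 cells. Dopamine at EC80 followed a 180 s compound pre-read, and fluorescence was tracked kinetically for 180 s more.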
D2 antag: HTS Assay for Allosteric Antagonists of the Human D2 Dopamine Receptor: Primary Screen for Antagonists; D(2) dopamine receptor (Homo sapiens), P14416; HEK293 TREx D2 cells, calcium flux, dopamine EC80; inhibition, % at 10 µM; actives 2% (n = 340,000); AID 485344, 2010; in the data active means inhibition above about 30%; further: 0% is about no effect
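Overnight-induced (tetracycline, 30 C) HEK293 T-REx cells carrying force-coupled D2 receive a no-wash calcium dye, then compound, then EC80 dopamine at 180 s; signals are read kinetically throughout.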
RXFP1 antagonist: qHTS Assay for Antagonists of the Relaxin Receptor RXFP1. actives 0.59% (n = 350,000). activity change, negative = inhibition, % at 57.5 µM. HEK293-RXFP1, relaxin-stimulated cAMP HTRF, 30 min; hits give low values;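 active means activity change of -60% or lower, but not beyond a set lower limit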; further: on the % scale 0 is the no-effect control and ±100 the full control effect
TRHR ag: qHTS for Small Molecule Agonists and Allosteric Enhancers of Human TRH Receptor: Primary Screen for Agonists. TRHR cells, calcium flux fluo-8, FDSS agonist mode. activation, % at 2 µM. actives 0.18% (n = 360,000); further: 0% is about no effect
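Read-out: compound-evoked intracellular calcium rise in TRHR cells, fluo-8 dye, kinetic FDSS fluorescence at 1 s/cycle following a 10-cycle baseline. Cells cultured overnight before dye loading (30 min–1.5 h, RT).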
D2 agonist: HTS Assay for Allosteric Agonists of the Human D2 Dopamine Receptor: Primary Screen for Agonists; HEK293 T-REx D2 cells, calcium flux agonist mode; activation, % at 2 µM; actives 0.53% (n = 340,000);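 active means activation over 3 SD above normal in the single-dose calcium agonist read, cut at about 30% in these data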; further: 0% is about no effect
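Tetracycline-induced HEK293 T-REx cells with force-coupled D2 receptor, plated overnight at 30 C, loaded with no-wash calcium dye. After a 10 s baseline, compound was pin-added and calcium flux read kinetically for 180 s; calcium rises flagged agonists.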
D1 PAM: Potentiators of Human D1 Dopamine Receptor: qHTS | HEK293 TREx D1 cells, calcium flux, dopamine EC20 potentiation | D(1A) dopamine receptor (Homo sapiens), P21728 | actives 0.036% (n = 360,000) | potentiation, % at 10 µM; in the data active means potentiation above about 30%; further: 0% is about no effect
D2 potentiator: HTS Assay for Positive Allosteric Modulators of the Human D2 Dopamine Receptor: Primary Screen for Potentiators | HEK293 T-REx D2, calcium flux, EC20 dopamine potentiation | AID 485347, 2010 | potentiation, % at 10 µM | actives 0.34% (n = 340,000);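 active means potentiation over 3 SD above the plate norm, cut at about 30% in these data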; further: 0% is about no effect
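Using a no-wash calcium dye in inducible, force-coupled HEK293 Trex cells expressing D2, we tracked fluorescence each second for 180 s after compound, then for 180 s after EC20 dopamine to detect augmented signalling.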
The depositor's hits bear a star; x = not tested or not shown; & = joins results of further samples. Unless noted, no stated cut-off is given here; in the data, active means activation above about 30%; inactive means the rest.

SMILES	D1 ag	TRHR PAM	D1 antagonist	D2 antag	RXFP1 antagonist	TRHR ag	D2 agonist	D1 PAM	D2 potentiator
CC(NC(=O)COC(=O)c1cc(NS(=O)(=O)c2ccc(Cl)c([N+](=O)[O-])c2)ccc1O)C1CC2CCC1C2 (stereo not drawn)	7	-13	-31*	x	-23	0.2	x	-7	x
COc1ccc(NC(=O)c2c(NC(=O)CNCC(C)C)sc3c2CCC3)c(OC)c1	3	0	1	-10	-14	-0.1	-0.4	1	-20
O=C(COC(=O)/C=C/c1ccc(OC(F)F)cc1)NC1CCCCCCC1	2	0	-10	6	-16	0.3	0.6	0	2
CCCc1nn(C)c(C(=O)Nc2ccc(C(C)(C)C)cc2)c1Cl	5	-2	15	-2	-13	0.1	0.0	-8	-2
Cc1cccc(C)c1NC(=O)Cn1nnc(C(=O)Nc2c(C)cccc2C)c1N	2	-1	5	x	x	-1.2	-0.1	3	-3
CCC(=O)Nc1sc2c(c1C(=O)Nc1ccc(Br)cc1)CCCCC2	4	1	-31*	x	-29	6.0	x	-3	-15
S=c1[nH]nc(CN2CCCCC2)n1-c1ccc(Cl)cc1	6	-6	-4	-21	-20	0.2	-0.3	-2	-11
CN(C)C(=O)c1cc(Cl)ccc1Sc1cc(Cl)ccc1Cl	5	-5	-1	-4	-23	-0.4	1.9	3	-5
NC(=O)c1c(NC(=O)COC(=O)c2ccc(S(=O)(=O)Nc3ccccc3)cc2)sc2c1CCCC2	2	-5	-14	1	-20	0.9	0.8	-4	-13
CCn1nccc1C(=O)Nc1ccccc1OC	7	-5	-17	10	-1	-0.2	-1.4	14	-3
Cc1c(C(=O)Nc2ccc(Cl)cc2)c2ccccn2c1C(=O)c1ccc(F)cc1	0	7	-7	-1	13	0.2	-0.3	-1	2
CCCn1c(SCC(=O)NC2CCCC2)nnc1C(C)C	-1	2	-4	22	-17	0.4	-0.3	-6	4
CCN(CC)CCCNC(=O)CSc1nc2nc(C)c(Cc3ccccc3C)c(C)n2n1	2	-2	-6	x	-16	0.2	0.6	0	-11
COc1ccc(NC2CCN(C3CC(=O)N(c4ccc(F)c(Cl)c4)C3=O)CC2)cc1 (stereo not drawn)	7	4	3	-29	-7	1.2	0.7	-3	-9
O=C(OCc1ccc([N+](=O)[O-])cc1)c1cc(=O)c2ccccc2o1	3	-5	3	-4	-4	-1.1	-1.5	2	22
CCOC(=O)CC1CCCCN1C(=O)c1cc(COc2cccc3cnccc23)on1 (stereo not drawn)	18	-5	-25	-5	8	0.1	-1.2	-9	8
COc1ccc(S(=O)(=O)c2cn(C)c3cc(N4CCOCC4)c(F)cc3c2=O)cc1	1	2	3	x	-14	0.6	0.1	4	-2
Cc1ccc(C(=O)OCC(=O)Nc2ccccc2Cl)c(O)c1	1	0	-4	-3	11	-0.2	-1.3	3	-4
C=CCOC(=O)c1cc(-c2ccc(/C=C3\C(=O)NC(=O)C(C#N)=C3C)o2)ccc1Cl	3	4	0	-14	-9	-0.8	0.1	-2	-4
CN(C)S(=O)(=O)c1cc(C(=O)O)c(NC2CCCCC2)cc1Cl	2	-9	-8	0	2	0.1	0.2	0	9
COc1ccc(-c2cc(C(F)(F)F)nc(N3CCOCC3)n2)cc1OC	1	-1	1	15	-3	-0.4	0.1	-7	14
Cc1cccc(C(=O)Nc2nnc(S(=O)(=O)N(C)Cc3ccco3)s2)c1	1&1	-9&-2	-2&-5	-7	3&-21	0.4&0.3	0.8&0.6	-2&2	-4&1
C/C(=N\NC(=O)c1cc(C)oc1C)c1ccc(C)c([N+](=O)[O-])c1	3	4	-13	-16	2	0.5	0.3	-2	18
CCOc1ccc(OCC(O)CN2CCN(S(=O)(=O)c3cccc(C(F)(F)F)c3)CC2)cc1 (stereo not drawn)	0	1	-24	-11	7	-0.2	0.1	2	-2
COc1cc(NC(=O)Cc2nn(C)c(=O)c3ccccc23)cc(OC)c1	11	3	-29	x	0	0.5	x	2	x

Reprinted from the part before: 2 compounds, then new ones.
SMILES	D1 ag	TRHR PAM	D1 antagonist	D2 antag	RXFP1 antagonist	TRHR ag	D2 agonist	D1 PAM	D2 potentiator
CCOc1ccc(OCC(O)CN2CCN(S(=O)(=O)c3cccc(C(F)(F)F)c3)CC2)cc1 (stereo not drawn)	0	1	-24	-11	7	-0.2	0.1	2	-2
COc1cc(NC(=O)Cc2nn(C)c(=O)c3ccccc23)cc(OC)c1	11	3	-29	x	0	0.5	x	2	x
CCOc1ccc(/C=C(\C#N)C(=O)Nc2ccccn2)cc1	4	-1	6	13	4	0.2	1.3	-2	-4
CN(C)CCNC(=O)c1ccc2nc(Cc3ccccc3)oc2c1	4	1	5	x	-11	0.3	1.1	-2	-7
N#Cc1c(SCC(=O)O)nc(-c2ccccc2)c2c1CCCC2	3	3	8	-3	2	-0.4	0.3	-5	-1
COC(=O)c1ccccc1NC(=O)c1cc(-c2ccccc2O)no1	7	5	-2	x	-6	-0.3	-0.2	-2	-9
Cc1cc(=O)[nH]c(Nc2cccc(Br)c2)n1	4	1	6	8	5	-0.1	0.3	-2	-17
CC1(C)CC(NC(=O)COc2ccc3ccc(=O)oc3c2)CC(C)(C)N1	0	-5	0	12	-15	0.3	0.6	4	13
Brc1ccc(OCCOCCN2CCOCC2)cc1	4	-6	-17	-20	17	0.2	1.2	-9	-11
COc1ccc(NC(=O)CN2CCN(CC(=O)Nc3ccc(F)cc3F)CC2)cc1	3	-7	-22	-8	-8	-1.7	1.2	-1	2
COC(=O)Cc1csc(NC(=O)c2ccc3ncsc3c2)n1	3	11	-14	-7	-8	1.1	0.7	-3	4
O=C(c1ccc([N+](=O)[O-])cc1)N(Cc1ccccc1)c1ccccn1	0	-6	2	11	-8	-0.8	-0.5	-3	-8
NS(=O)(=O)Oc1ccccc1	1	7	-3	-18	x	0.3	0.5	-4	3
Cc1nc2ncnn2c(N2CCCC(C(=O)Nc3ccc4c(c3)CCC4)C2)c1C (stereo not drawn)	4	14	-11	9	-4	-0.5	0.4	-3	0
COc1ccc(-c2nc3ccc(Cl)cn3c2Nc2ccc(C)cc2)cc1	2	-2	-1	x	0	-1.1	-0.5	-3	11
O=C(CCC(=O)n1ncc2ccccc21)N1CCCCC1	7	1	-2	-17	1	-0.2	-0.2	-5	-2
Cc1ccc(-n2cccc2C(=O)NS(=O)(=O)c2ccc(C)cc2)cc1	-1	1	2	-8	8	-0.6	-0.6	-4	4
O=C(CNC(=O)c1ccc(F)cc1)NCc1ccc(Cl)cc1	3	9	-11	-7	-8	-0.7	-0.5	-3	16
CC(=O)c1c(C)[nH]c(C(=O)NCc2cccs2)c1C	5	-4	3	-16	6	-1.7	-0.4	-8	x
S=C(NCCc1ccccc1)Nc1ccccn1	-1	0	-18	-5	2	-0.1	-0.8	-5	-5
O=C(Nc1ccc(Cl)cn1)c1ccc(COCC(F)(F)C(F)F)o1	1	1	6	-21	2	-0.1	0.2	-8	-5
Cc1ccc(NC(=O)C2CCN(C(=O)OC(C)(C)C)CC2)cc1S(=O)(=O)N1CCCCC1	0	-1	-38*	-6	-5	-0.1	0.9	1	5
CCS(=O)(=O)N1CCN(c2ccc(C(=O)N3CCOCC3)cc2[N+](=O)[O-])CC1	4	-2	-12	1	-12	-0.6	-0.1	6	-13
Cc1cc(=O)oc(C)c1C(=O)NCCN1CCOCC1	1	2	4	5	7	0.7	-0.7	4	4
CCn1c(C)nc2cc(C(=O)NNS(=O)(=O)c3ccc(C)c(C)c3)ccc21	-1	-3	x	14	-15	0.4	0.5	-2	-8
Cc1ccc(C)c2sc(NC(=O)c3ccc(S(=O)(=O)N4CCCC4)cc3)nc12	1	-1	6	x	x	0.5	x	1	12
CN1CCN(CC(=O)N(Cc2c(C#N)c3ccccc3n2C)c2ccccc2)CC1	1	-2	-18	6	7	0.6	-0.4	0	11
COc1ccc(CN2C(=O)[C@@H]3C(c4ccccc4Cl)=NO[C@@H]3C2=O)cc1	4	-4	2	-11	4	-0.6	-0.2	1	8
COCCn1c(C)nc2oc3ccc(Br)cc3c(=O)c2c1=O	1	-1	-2	-1	-9	-0.7	-0.3	-2	-12
CCOC(=O)C1CCN(C(=O)CCNS(=O)(=O)c2ccc3c(c2)CCN3C(=O)CC)CC1	0	13	18	14	-11	-0.3	-0.4	-8	15
CCOc1cc2c(cc1C=O)OC(C)C2 (stereo not drawn)	2	8	2	7	0	0.0	0.1	4	24

Among those listed so far, these have four or more nitrogen atoms:
SMILES	D1 ag	TRHR PAM	D1 antagonist	D2 antag	RXFP1 antagonist	TRHR ag	D2 agonist	D1 PAM	D2 potentiator
Cc1cccc(C)c1NC(=O)Cn1nnc(C(=O)Nc2c(C)cccc2C)c1N	2	-1	5	x	x	-1.2	-0.1	3	-3
S=c1[nH]nc(CN2CCCCC2)n1-c1ccc(Cl)cc1	6	-6	-4	-21	-20	0.2	-0.3	-2	-11
CCCn1c(SCC(=O)NC2CCCC2)nnc1C(C)C	-1	2	-4	22	-17	0.4	-0.3	-6	4
CCN(CC)CCCNC(=O)CSc1nc2nc(C)c(Cc3ccccc3C)c(C)n2n1	2	-2	-6	x	-16	0.2	0.6	0	-11
Cc1cccc(C(=O)Nc2nnc(S(=O)(=O)N(C)Cc3ccco3)s2)c1	1&1	-9&-2	-2&-5	-7	3&-21	0.4&0.3	0.8&0.6	-2&2	-4&1
COc1ccc(NC(=O)CN2CCN(CC(=O)Nc3ccc(F)cc3F)CC2)cc1	3	-7	-22	-8	-8	-1.7	1.2	-1	2
Cc1nc2ncnn2c(N2CCCC(C(=O)Nc3ccc4c(c3)CCC4)C2)c1C (stereo not drawn)	4	14	-11	9	-4	-0.5	0.4	-3	0
CCS(=O)(=O)N1CCN(c2ccc(C(=O)N3CCOCC3)cc2[N+](=O)[O-])CC1	4	-2	-12	1	-12	-0.6	-0.1	6	-13
CCn1c(C)nc2cc(C(=O)NNS(=O)(=O)c3ccc(C)c(C)c3)ccc21	-1	-3	x	14	-15	0.4	0.5	-2	-8
CN1CCN(CC(=O)N(Cc2c(C#N)c3ccccc3n2C)c2ccccc2)CC1	1	-2	-18	6	7	0.6	-0.4	0	11

Screening data from PubChem BioAssay.
